Screens: PubChem, The Scripps Research Institute Molecular Screening Center
FBW7 act: human FBW7 E3 ligase activation, primary screen. 0.13% of 650,000 active. AlphaScreen FBW7–phospho-cyclin E peptide binding, activator screen. Q969H0. normalized activity (activation), % at 26.1 µM. AID 1259310; in the data active means normalized activity above about 1.9%;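 further: purified mutant Fbw7 with reduced substrate affinity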
Target sequence (Q969H0 whole entry, looked up): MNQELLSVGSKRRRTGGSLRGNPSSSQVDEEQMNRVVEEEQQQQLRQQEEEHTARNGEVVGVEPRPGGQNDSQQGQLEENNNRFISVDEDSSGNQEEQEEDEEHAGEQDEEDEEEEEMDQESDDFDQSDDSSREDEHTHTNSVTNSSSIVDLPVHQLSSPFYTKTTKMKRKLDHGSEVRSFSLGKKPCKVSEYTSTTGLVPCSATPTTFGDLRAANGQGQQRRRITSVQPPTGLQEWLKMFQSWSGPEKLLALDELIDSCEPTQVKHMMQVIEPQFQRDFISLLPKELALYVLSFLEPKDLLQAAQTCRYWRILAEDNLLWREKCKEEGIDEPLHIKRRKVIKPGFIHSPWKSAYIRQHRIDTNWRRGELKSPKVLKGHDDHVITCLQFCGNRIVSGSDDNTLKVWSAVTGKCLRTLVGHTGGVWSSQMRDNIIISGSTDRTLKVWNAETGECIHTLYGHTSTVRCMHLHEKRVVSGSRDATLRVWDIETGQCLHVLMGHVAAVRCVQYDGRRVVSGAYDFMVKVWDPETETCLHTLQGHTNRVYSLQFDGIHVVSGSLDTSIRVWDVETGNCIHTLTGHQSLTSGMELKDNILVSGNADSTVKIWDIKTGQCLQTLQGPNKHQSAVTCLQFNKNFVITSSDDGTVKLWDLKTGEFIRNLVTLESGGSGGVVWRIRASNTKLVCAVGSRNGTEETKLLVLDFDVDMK
GPR151 activ: activators of human GPR151; Q8TDV0; activation, % at 11.2 µM; PathHunter beta-arrestin GPR151 cells, luminescence; 1% of 650,000 active; in the data active means activation above about 4.9%;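 further: 0% = median of compound wells and 100% = cells with positive control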
Target sequence (Q8TDV0 whole entry, looked up): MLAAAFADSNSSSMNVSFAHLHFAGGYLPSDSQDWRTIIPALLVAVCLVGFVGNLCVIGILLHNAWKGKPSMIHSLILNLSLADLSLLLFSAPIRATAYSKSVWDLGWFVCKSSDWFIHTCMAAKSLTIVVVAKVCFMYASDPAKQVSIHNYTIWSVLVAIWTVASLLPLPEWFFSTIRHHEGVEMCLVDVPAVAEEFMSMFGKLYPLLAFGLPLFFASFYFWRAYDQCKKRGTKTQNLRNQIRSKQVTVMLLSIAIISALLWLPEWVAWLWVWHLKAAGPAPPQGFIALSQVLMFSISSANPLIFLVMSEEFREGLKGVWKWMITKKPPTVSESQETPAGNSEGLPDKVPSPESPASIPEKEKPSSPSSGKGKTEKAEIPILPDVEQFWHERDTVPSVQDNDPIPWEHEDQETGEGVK
TEAD-YAP block: TEAD-YAP interaction inhibition; HEK-TIYL cells, TEAD-Gal4/YAP UAS-luciferase luminescence; inhibition, % at 9.12 µM; 1.4% of 640,000 active; in the data active means inhibition above about 32%;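 further: 0% = median of test compound wells and 100% = reference inhibitor wells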
MITF inh: blocks human microphthalmia-associated transcription factor. AlphaScreen MITF homodimerization, bead proximity signal. inhibition, % at 2.6 µM. 0.91% of 650,000 active. AID 1259374; in the data active means inhibition above about 50%;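 further: 0% = vehicle wells with protein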
The depositor's hits bear a star. Rows are unselected. Share with any hit: about 3.5%.

Second line of a record – FBW7 act	GPR151 activ	TEAD-YAP block	MITF inh
> COc1ccc(C(=O)N[C@H](C(=O)NCc2ccccc2Cl)C(C)C)cc1
→ 0.0	1.3	5	3
> O=C(Nc1nc(-c2ccccc2)cs1)c1cc([N+](=O)[O-])ccc1Br
→ -0.2	-1.4	23	1
> COc1ccc(NC(=O)C(CC(C)C)NS(=O)(=O)c2ccc3c(c2)oc(=O)n3C)cc1 (stereo not given)
→ -0.2	1.3	5	-19
> O=c1c2cccnc2n(Cc2ccc(Cl)cc2)c(=O)n1Cc1ccc2c(c1)OCO2
→ 0.3	-0.9	1	7
> COCCN(C(=S)Nc1ccc(Cl)cc1OC)C1CCN(C(C)=O)CC1
→ 0.1	0.1	-8	-14
> NC1=NC(=O)CC(C(=O)Nc2ccc(Br)cc2)S1 (stereo not given)
→ -0.1	2.2	1	-6
> C=C(C)CNC(=O)CC1C(=O)NCCN1Cc1ccccc1OC (stereo not given)
→ 0.0	-1.9	-2	-12
> NS(=O)(=O)c1ccc(CCN/C=C/C(=O)C(F)(F)F)cc1
→ 0.1	0.0	4	10
> O=C(NNC(=O)c1ccc(Cl)c([N+](=O)[O-])c1)c1ccccc1
→ -0.2	0.9	-5	2
> Cc1ccc(CN2CCNC(=O)C2CC(=O)NCc2csc(C(C)C)n2)cc1 (stereo not given)
→ -0.1	-0.9	-7	11
> CC1=C(C(=O)Nc2cc(C)ccn2)C(c2ccc(F)cc2)C2=C(CCCC2=O)N1 (stereo not given)
→ 0.0	1.1	-23	13
> CC1(C)CC(NC2CCN(c3cccc(NC(=O)CC4CCCC4)c3)CC2)CCO1 (stereo not given)
→ -0.1	-0.2	-1	16
> CC1(C)CC(NC(=O)c2ccccc2[N+](=O)[O-])CC(C)(C)N1
→ 0.2	-1.3	-7	7
> CCC(C)c1ccc(NC(=O)CCC(=O)O)cc1 (stereo not given)
→ 0.3	-0.8	-7	9
> Cc1ccc(Nc2nc3nonc3nc2NCCO)cc1
→ 0.2	-1.2	24	16
> O=C1Nc2ccc(Cl)cc2C(c2ccccc2)C1N1CCCCC1 (stereo not given)
→ 0.2	0.0	8	15
> CCOC(=O)Cn1nnc(-c2ccc(SC)cc2)n1
→ 0.0	-1.3	-9	-8
> Cc1ccc(N2C(=O)CC3c4ccccc4OC(=O)C3C2=O)cc1 (stereo not given)
→ 0.2	-0.6	-1	15
> CC(=O)Nc1cccc(NC(=O)c2ccc(Br)cc2)c1
→ 0.0	-1.6	-20	-11
> CCOc1ccc(CN2CCN(Cc3cn(C)nc3C)CC2CCO)cc1 (stereo not given)
→ 0.3	-0.8	-10	13
> Cc1cc(C)c(OCCCCn2ccnc2)c(C)c1
→ -0.1	1.9	-9	8
> COc1cc(/C=C2/C(=N)N3N=C(CC(C)C)SC3=NC2=O)cc(Cl)c1OCc1ccccc1F
→ 0.6	-1.0	8	9
> O=C(OCCc1ccccn1)C1c2ccccc2Oc2ccccc21
→ 0.0	1.3	-1	9
> COc1ccc(-n2c(SCCC(C)C)nc3sc4c(c3c2=O)CCCC4)cc1
→ 0.1	-0.8	-2	4
> O=C(NCc1ccco1)C(=O)NCC1OCCCN1S(=O)(=O)c1cc(F)ccc1F (stereo not given)
→ 0.0	1.9	9	-1
> CC(C)Oc1ccc(CNC(=O)CCC(=O)N2CCOc3ccccc32)cc1
→ 0.3	-2.3	7	17
> Cn1c(Nc2nc3ncnc(NC4CCN(Cc5ccccc5)CC4)c3[nH]2)nc2ccccc21
→ -0.1	-0.3	-9	-1
> Cc1cccc(OCC(=O)NNC2CC(=O)N(c3ccccc3)C2=O)c1 (stereo not given)
→ 0.1	0.0	3	5
> CC(CNC(=O)Nc1cccc2ccccc12)NC(=O)Nc1cccc2ccccc12 (stereo not given)
→ 0.1	2.1	-6	6
> Cn1c(=O)[nH]c(=O)c2c1nc(CN1CCN(Cc3ccccc3)CC1)n2CC(N)=O
→ 0.1	-1.0	0	13
> Cc1cccc(Cn2c(NCCO)nc3c2c(=O)n(C)c(=O)n3C)c1
→ -0.1	-0.5	42*	7
> CN(C)C(=S)Nc1cccc(Br)c1
→ 0.0	0.9	6	-1
> O=C(NCCNc1ccc([N+](=O)[O-])cc1C(F)(F)F)c1ccccc1
→ 0.3	-2.0	16	18
> O=C(Cc1ccccc1)Nc1ccc(-c2cn3cccnc3n2)cc1
→ 0.2	-1.0	-6	13
> Cc1cc(C(=O)COC(=O)c2cc3ccccc3oc2=O)c(C)n1CC(F)(F)F
→ -0.1	1.2	6	2
> COc1ccc(CNC(=O)c2cc(-c3ccc(OC)cc3)on2)cc1
→ -0.1	0.5	-4	-1
> Cc1nn(C)cc1[C@@H]1C[C@H]2CN(Cc3cccc(Cl)c3)C(=O)[C@]23CCCN13
→ 0.2	0.6	13	7
> Ic1ccc(-c2csc(Nc3ccc4c(c3)OCO4)n2)cc1
→ 0.0	0.7	-44	14
> CN(C(=O)c1cccc([N+](=O)[O-])c1)c1ccccc1
→ 0.0	0.5	2	9
> O=C(CCl)Nc1ccc(OC(F)F)cc1
→ -0.2	-0.2	35*	11
> COc1cc(Nc2nc(-c3ccc(OC)c(OC)c3)nc3ccccc23)cc(OC)c1
→ 0.1	2.6	43*	-23
> O=C(Nc1nc2c(s1)CCCC2)c1ccc([N+](=O)[O-])cc1Cl
→ -0.4	-1.7	10	10
> CC(C)N(C(=O)c1ccc(C(=O)Nc2ccc(Oc3ccc(NC(=O)c4ccc(C(=O)N(C(C)C)C(C)C)cc4)cc3)cc2)cc1)C(C)C
→ 0.1	0.2	8	11
> O=C(Cc1cccs1)N1CCC(O)(c2cccnc2)CC1
→ 0.2	1.4	0	-6
> Cc1ccc(Cn2cnc3c(cnn3CCNC(=O)Cc3ccccc3)c2=O)cc1
→ 0.7	0.4	9	4
> CNS(=O)(=O)c1cccc(C(=O)OC2CCOC2=O)c1 (stereo not given)
→ -0.3	0.6	-2	-4
> CS(=O)(=O)N1CCC(Oc2cccc(C(=O)NCc3ccsc3)c2)CC1
→ -0.1	4.0	-25	6
> CCOC(=O)N1CCN(S(=O)(=O)N2CCCC(C(=O)NC3CC3)C2)CC1 (stereo not given)
→ -0.1	3.2	-6	-2
> COc1ccc(CC(=O)N2CCC3(CC2)OCc2cc(Cl)ccc2O3)cc1
→ 0.1	0.3	-3	-10
> COc1cc(Br)c(C2NC(=O)NC(C)=C2C(C)=O)cc1OC (stereo not given)
→ 0.2	-0.4	-4	16
> O=C(/C=C/c1ccccc1Cl)Nc1cccc(F)c1
→ 0.0	-2.3	-12	-12
> O=C(NCc1cccs1)C1CC(=O)N(Cc2ccccc2)C1 (stereo not given)
→ -0.2	1.9	2	12
> O=C(Nc1ccc(Br)c2cccnc12)c1cc([N+](=O)[O-])ccc1N1CCOCC1
→ 0.2	-0.2	4	2
> N#CC1=C(SCC(=O)Nc2ccc(Br)cc2)NC(=O)CC1c1cccs1 (stereo not given)
→ 0.2	0.5	-26	1
> COc1ccc(C(=O)COC(=O)c2cc([N+](=O)[O-])cc([N+](=O)[O-])c2)cc1
→ -0.1	-0.7	2	16
> Cc1nnsc1C(=O)N1CCN(C(=O)[C@@H]2C[C@H]2c2ccc3c(c2)OCO3)CC1
→ 0.2	-1.9	8	20
> CCc1ccc(N(CC)c2ncnc3nc[nH]c23)cc1
→ -0.1	4.4	24	-9
> Cc1ccc(-c2nc3cc(NC(=S)NC(=O)c4ccc(Cl)cc4)ccc3o2)cc1
→ 0.1	1.3	-31	-10
> CC(C)CN1C(=O)C2C3c4ccccc4C(c4ccccc43)C2C1=O (stereo not given)
→ 0.1	1.3	-3	7
> COc1ccc(Cl)cc1NC(=O)CC(C)C
→ 0.0	-1.3	-6	1

Part of the list above in a different format.
SMILES | FBW7 act | GPR151 activ | TEAD-YAP block | MITF inh
O=C(Nc1ccc(Br)c2cccnc12)c1cc([N+](=O)[O-])ccc1N1CCOCC1 | 0.2 | -0.2 | 4 | 2
N#CC1=C(SCC(=O)Nc2ccc(Br)cc2)NC(=O)CC1c1cccs1 (stereo not given) | 0.2 | 0.5 | -26 | 1
COc1ccc(C(=O)COC(=O)c2cc([N+](=O)[O-])cc([N+](=O)[O-])c2)cc1 | -0.1 | -0.7 | 2 | 16
Cc1nnsc1C(=O)N1CCN(C(=O)[C@@H]2C[C@H]2c2ccc3c(c2)OCO3)CC1 | 0.2 | -1.9 | 8 | 20
CCc1ccc(N(CC)c2ncnc3nc[nH]c23)cc1 | -0.1 | 4.4 | 24 | -9
Cc1ccc(-c2nc3cc(NC(=S)NC(=O)c4ccc(Cl)cc4)ccc3o2)cc1 | 0.1 | 1.3 | -31 | -10

3 entries drawn at random from the list so far:
Second line of a record – FBW7 act	GPR151 activ	TEAD-YAP block	MITF inh
> Cc1ccc(Cn2cnc3c(cnn3CCNC(=O)Cc3ccccc3)c2=O)cc1
→ 0.7	0.4	9	4
> O=C(NNC(=O)c1ccc(Cl)c([N+](=O)[O-])c1)c1ccccc1
→ -0.2	0.9	-5	2
> Cc1cc(C(=O)COC(=O)c2cc3ccccc3oc2=O)c(C)n1CC(F)(F)F
→ -0.1	1.2	6	2

(cont.)
Second line of a record – FBW7 act	GPR151 activ	TEAD-YAP block	MITF inh
> COc1cccc(/C=N/Nc2c(Cl)cncc2Cl)c1O
→ 0.1	-3.2	-24	3
> CCOC(=O)C1=C(C)N=c2s/c(=C\c3cc(Cl)ccc3O)c(=O)n2C1c1ccc(OCC)c(OCC)c1 (stereo not given)
→ 0.0	-1.0	-8	10
> COc1ccc(CN2CCC(O)(c3ccc(Br)cc3)CC2)cc1
→ 0.0	0.6	-6	6
> COc1ccc(NC(=O)C2C3NC(=S)NC2(C)Oc2ccc(Br)cc23)cc1 (stereo not given)
→ 0.3	-1.5	-8	17
> CC1CCCCN1C(=O)CSc1nnc2n(Cc3ccccc3)c(=O)c3ccccc3n12 (stereo not given)
→ 0.1	1.9	8	7
> Fc1cccc(NC(=S)NCC(c2cccnc2)N2CCOCC2)c1 (stereo not given)
→ 0.7	-1.7	0	19
> O=C(NCCc1ccco1)c1cc(COc2ccc3ncccc3c2)on1
→ 0.3	-0.7	-3	15
> CCOc1cc(CNCC(C)C)cc(I)c1OCC(N)=O
→ 0.1	0.6	8	-6
> Cc1cc(N2CCCC(C(=O)Nc3c(C)cccc3C)C2)n2ncnc2n1 (stereo not given)
→ -0.1	0.3	-11	-2
> COC(=O)c1ccc2c(=O)n(Cc3ccc4c(c3)OCO4)c(SCC(=O)NCCc3ccc(S(N)(=O)=O)cc3)nc2c1
→ 0.2	-0.9	-6	7
> Cc1cc(N2CCOCC2)nc(N2C3CCC2CC(O)(c2cccc(F)c2)C3)n1 (stereo not given)
→ 0.0	0.5	4	-4
> COc1ccc(C(=O)Nc2cccc(-c3ccc(N4CCN(C)CC4)nn3)c2)cc1
→ 0.0	-0.8	-39	5
> O=S(=O)(N=S(N1CCCCC1)N1CCCCC1)c1ccccc1
→ 0.0	-1.3	-10	11
> c1ccc(Nc2nc(-c3ccncc3)cs2)cc1
→ -0.1	-1.4	-84	-14
> Cn1c(Nc2cccc(C(=O)NCc3cccnc3)n2)nc2ccccc21
→ -0.2	-0.9	-6	20
> COc1ccc(OC)c(S(=O)(=O)Oc2ccc(NC(C)=O)cc2)c1
→ 0.5	-0.9	-5	18
> Cc1cc(C)cc(NC(=O)C2c3ccccc3Oc3ccccc32)c1
→ -0.1	0.5	3	-6
> O=C(NC(N1CCOCC1)(C(F)(F)F)C(F)(F)F)c1ccccc1
→ 0.2	0.7	-1	12
> COc1ccc(C2=N/C(=C/c3cccnc3)C(=O)O2)cc1Br
→ 1.2	0.0	6	1
> COc1ccc(-c2nc3c(C)cccn3c2NCC2CCCO2)c(OC)c1 (stereo not given)
→ -0.1	-0.5	9	8
> COc1ccc(C(=O)Nn2c(-c3ccncc3)nc3ccccc3c2=O)c(OC)c1
→ -0.1	0.4	6	5
> CCCOc1ccc(S(=O)(=O)N(CCc2ccccc2)S(=O)(=O)c2ccc(OCCC)cc2)cc1
→ 0.3	-1.6	12	16
> Cc1cc(C)n(CCC(=O)N2CCCCC2c2nc3cc(C)c(C)cc3[nH]2)n1 (stereo not given)
→ -0.1	-0.2	9	-15
> CC(=O)N1c2ccc(S(=O)(=O)NC(C(=O)Nc3cccc(C)n3)C(C)C)cc2CC1C (stereo not given)
→ 0.0	-1.8	2	-2
> Cc1nnc(NC(=O)CN(C)C)s1
→ 0.8	-0.7	1	3
> CCCNC(=O)c1ccc(OCC)cc1
→ 0.4	4.6	-15	-5
> Cc1cccc(C)c1NC(=O)CCC(=O)OCC(=O)c1ccccc1
→ 0.0	-0.3	0	4
> CCOc1ccc(C(=O)Nc2cccc(N3CCCCC3=O)c2)cc1OCC
→ 0.6	-0.5	6	13
> CCCNc1nc(N2CCc3ccccc3C2)nc2c1ncn2CCN1CCCC1=O
→ -0.1	-1.2	-3	-10
> CC(=O)COc1ccc2c(C)c(Cc3ccccc3)c(=O)oc2c1
→ 0.1	0.6	1	6
> O=C(NCCC1=CCCCC1)C1CCN(C(=O)Nc2ccc(Cl)cc2)CC1
→ 0.3	0.1	3	-8
> Cc1ccc(CNC(=O)CSc2nc3ccsc3c(=O)n2NC(=O)c2cccc(Br)c2)cc1
→ 0.4	-0.1	0	10
> Cc1cc(-c2nnc(NC(=O)c3cccc(F)c3)o2)n(C)n1
→ 0.2	0.9	8	19
> Nc1nc(NCc2ccccc2)cc(Nc2ccncn2)n1
→ 0.0	-1.1	-2	-1
> COc1cc(/C=C\C(=O)Nc2c3c(nn2-c2ccc(Cl)cc2)CSC3)cc(OC)c1OC
→ 0.0	0.4	0	0
> CCCOC(=O)Cn1c(=O)c2cc3c(=O)n(CC(=O)OCCC)c(=O)c3cc2c1=O
→ 0.1	0.7	6	4
> O=C(Nc1ccc2c(c1)OCO2)c1cnc(Nc2ccc(C(F)(F)F)cc2)s1
→ 0.2	0.3	-4	-12
> COc1ccccc1CN1C[C@@H]2C[C@@H](c3cccnc3)N3CCC[C@@]23C1=O
→ -0.1	-1.3	-2	-7
